FN deposition inh: fibronectin deposition inhibition | AH1F fibroblasts, Alexa488-fibronectin deposition fluorescence, overnight | inhibition, % at 12.6 µM | actives 0.086% (n = 350,000);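 active means mean inhibition across replicates of 30% or more, regardless of how many single replicates reach that level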;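 further: positive control wells lacked labelled fibronectin entirely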
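material = AH1F fibroblast monolayer depositing Alexa488-labelled fibronectin into matrix | amount = 10000 AH1F cells/well | buffer or medium = DMEM plus 2% serum, read in PBS | incubation = 1 h cell adhesion before compound, then overnight fibronectin incubation | detection = fluorescence at 485 nm excitation, 525 nm emission | evaluation = percent inhibition as loss of matrix-bound fibronectin fluorescence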
PGC1a acetyl inh: PGC1a acetylation modulation, inhibitor mode | U2OS PGC1a acetylation, AlphaScreen anti-acetyl-lysine; with virally co-expressed GCN5 acetyltransferase | inhibition, % at 15.6 µM | actives 0.17% (n = 350,000);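 active means every replicate shows inhibition of at least 40%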;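 further: 0% = neutral control wells and 100% = positive control wells; some results beyond the cut were filed as inactive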
C2C12 statin: suppression of simvastatin myotoxicity. rescue of ATP level, % at 7.49 µM. actives 0.78% (n = 330,000). C2C12 myotubes + simvastatin, ATP luminescence, 48 h; scaled: DMSO 0, geranylgeraniol control 100. AID 602340;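 active means mean ATP rescue above about 67%, or every replicate alone reaching that limit, limit read from the data, passing the limit was not always enough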;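 further: myotubes were challenged with 10 µM simvastatin during compound exposure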
CFTR F508del cor: CFTR F508del correction in bronchial cells. CFBE cells, YFP halide quenching; stimulated with forskolin plus potentiator P3; % fluorescence drop versus neutral controls. activity (quench increase), % at 7.58 µM. actives 0.36% (n = 350,000). AID 720511;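 active means mean added fluorescence quench of at least 8% versus neutral control, with both replicates also reaching 8%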;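 further: cells transiently co-express mutant CFTR-F508del with the halide-sensitive YFP; corrector assay measuring rescue of mutant channel to the surface after 24 h compound exposure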
Cneo AK release: causes C. neoformans cell lysis; lysis activity, % at 15 µM; actives 0.2% (n = 360,000); adenylate kinase release luminescence, 4 h; normalised: neutral wells 0, clomiphene wells 100;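 active means mean lysis activity across replicates of at least 80%, whatever share of replicates individually reach that level; inactive means mean lysis activity below 80%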
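Material – log-phase Cryptococcus neoformans yeast cells · Input – 5 × 10^6 yeast cells/mL · Medium – fresh YPD growth medium · Doses – single compound concentration per well · Timing – static 4 h at 37 °C with compound, 1 h detection · Detection – adenylate kinase release luminescence · Read-out – signal increase indicating cell lysis · Control set – Clomiphene as positive lysis control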
INS-1E GSIS act: GLuc luminescence reporter in INS-1E cells, primary screen for activators of glucose-dependent secretion of insulin; INS-1E GLuc reporter insulin secretion, 2-3 h; activation, % at 16.6 µM; actives 0.61% (n = 370,000); AID 743287;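 active means lowest replicate activation of at least 40%, so every replicate reaches that level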;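 further: 0% = median of neutral control wells and 100% = median of IBMX positive control wells; some compounds called inactive have numbers as strong as hits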
miR-122 sensor: inhibitors of miR-122 in Huh7 cells; actives 0.3% (n = 340,000); activation (reporter increase), % at 12.5 µM; Huh7 miR-122 Renilla luciferase sensor, 48 h; neutral wells = 0, positive control = 100;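 active means mean replicate activation score at least 90 and every replicate individually at or above 90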;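 further: higher luciferase means less miR-122 activity so hits act as miR-122 inhibitors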
PglD inh: inhibitors of Campylobacter jejuni PglD acetyltransferase; purified PglD enzyme, DTNB colorimetric CoA detection; inhibition, % at 12.5 µM; actives 0.098% (n = 360,000); AID 602405; in the data active means inhibition above about 16%, passing the limit was not always enough; further: strong numbers were not always called active
The depositor's hits bear a star; [ ] = remark or other dose.

Screening CC=Cc1ccc2n(c1=O)C[C@@H]1[C@@H](CO)[C@H](C(=O)NCCOC)[C@H]2N1Cc1nccs1 (mixture of isomers) returned C2C12 statin 35, Cneo AK release -3, INS-1E GSIS act 2 and PglD inh 19*.
Screening CC(C)c1nc(SCc2ccccn2)c2c(=O)n(C)c(=O)n(C)c2n1 returned FN deposition inh -4, C2C12 statin 5, CFTR F508del cor 0.6, Cneo AK release 4, INS-1E GSIS act 2 and PglD inh -4.
O=C(C1CCOCC1)N1C[C@@H]2[C@H](c3ccccc31)[C@@H](CO)N2C(=O)c1ccccc1 was read as PGC1a acetyl inh 7, C2C12 statin -4, CFTR F508del cor -2.4, Cneo AK release -1, INS-1E GSIS act 14, miR-122 sensor 35[16.7 µM] and PglD inh -2.
`Cc1nn(-c2ccccc2)cc1/C=N/NC(N)=S` gave FN deposition inh 2, PGC1a acetyl inh -26, CFTR F508del cor -1.2, Cneo AK release 19, INS-1E GSIS act 18, miR-122 sensor -11 and PglD inh 7.
For O=C(O)C(=Cc1ccccc1)Cc1ccccc1 the results were PGC1a acetyl inh -3, C2C12 statin 0, CFTR F508del cor -2.9, Cneo AK release -3, INS-1E GSIS act 41*, miR-122 sensor -2 and PglD inh -4.
Screening Cc1ccccc1NC(=O)/C=C/c1cccc(C(F)(F)F)c1 returned PGC1a acetyl inh -11, C2C12 statin -98, Cneo AK release 2, INS-1E GSIS act -10, miR-122 sensor -7 and PglD inh 2.
For O=C(Oc1ccc(-c2nnco2)cc1)N1CCOCC1 the results were FN deposition inh -3, PGC1a acetyl inh 10, C2C12 statin 7, Cneo AK release 2, miR-122 sensor 1 and PglD inh -1.
`COc1cc(NC(=O)c2cccc(Cl)c2)c(OC)cc1NC(=O)CN1CCOCC1` gave PGC1a acetyl inh -6, C2C12 statin -25, Cneo AK release 3, miR-122 sensor 0 and PglD inh -3.
CCOC(=O)CSc1nc2c(c(=O)n(Cc3ccccc3Cl)c(=O)n2C)n1C was read as PGC1a acetyl inh 10, C2C12 statin 12, Cneo AK release 6 and miR-122 sensor -7.
`CC(=O)NC(O)C(=O)c1ccccc1` (stereo not drawn) gave FN deposition inh -6, PGC1a acetyl inh 1, C2C12 statin -1, Cneo AK release -1, miR-122 sensor 6 and PglD inh -2.
Cc1cc(C(=O)OCC(=O)N(C)c2ccccc2)c(C)o1 was read as FN deposition inh 1, PGC1a acetyl inh 9, C2C12 statin 10, CFTR F508del cor 0.2, Cneo AK release -1, INS-1E GSIS act 32, miR-122 sensor 3 and PglD inh 0.
O=C(CCS(=O)(=O)c1ccc(F)cc1)Nc1nccs1 was read as FN deposition inh -10, C2C12 statin -17, CFTR F508del cor -4.3, Cneo AK release 0, INS-1E GSIS act 24, miR-122 sensor -4 and PglD inh -2.
Screening CN1CCN(C(=O)C[C@H]2CC[C@@H]3[C@H](COC[C@H](O)CN3Cc3cccc(Cl)c3)O2)CC1 returned FN deposition inh -3, PGC1a acetyl inh -2, C2C12 statin 5, CFTR F508del cor 1.0, Cneo AK release 51, INS-1E GSIS act 4, miR-122 sensor 6[16.7 µM] and PglD inh 2.
For COc1ccc2[nH]cc(CCNC(=O)Nc3ccccc3C)c2c1 the results were FN deposition inh 5, PGC1a acetyl inh -8, C2C12 statin 1, CFTR F508del cor -1.1, Cneo AK release 3, INS-1E GSIS act -5, miR-122 sensor 5 and PglD inh 2.
`O=C(CSc1nnc(COc2ccc(Cl)cc2)o1)N1CCCC1` gave FN deposition inh -6, PGC1a acetyl inh -6, C2C12 statin 3, CFTR F508del cor -0.1, Cneo AK release 6, INS-1E GSIS act -10, miR-122 sensor -2 and PglD inh 3.
COc1ccc(-n2c(CN3CCC(C(N)=O)CC3)nc3ccc([N+](=O)[O-])cc3c2=O)c(OC)c1 was read as FN deposition inh -11, C2C12 statin 6, CFTR F508del cor -0.3, INS-1E GSIS act -3 and miR-122 sensor 0.
For CCN1C(=O)[C@H]2[C@@H](c3ccc(OC)cc3)N[C@]3(CCCN(Cc4ccc(C(F)(F)F)cc4)C3=O)[C@H]2C1=O the results were FN deposition inh -6, PGC1a acetyl inh 10, C2C12 statin -2, CFTR F508del cor -0.8, Cneo AK release 1, INS-1E GSIS act -20, miR-122 sensor -4 and PglD inh 5.
For CCN(CC)C(=O)c1cccc(-c2csc(C(O)c3cccc(Cl)c3)n2)c1 (stereo not drawn) the results were FN deposition inh 2, PGC1a acetyl inh 4, C2C12 statin -7, CFTR F508del cor 0.8, Cneo AK release 0, INS-1E GSIS act -6, miR-122 sensor 6 and PglD inh -2.
For Cn1c(C(=O)N2CCN(c3nc4ccccc4s3)CC2)cc2sccc21 the results were FN deposition inh -3, PGC1a acetyl inh 4, C2C12 statin 33, Cneo AK release 5, INS-1E GSIS act 9, miR-122 sensor 2 and PglD inh 1.
Screening COc1ccc(C(C)(NC(C)=O)c2nc(-c3cccc(C(F)(F)F)c3)cs2)cc1 (stereo not drawn) returned FN deposition inh 9, C2C12 statin 2, CFTR F508del cor -0.2, Cneo AK release -1, INS-1E GSIS act -25, miR-122 sensor 0 and PglD inh 1.
Screening C[C@@H]1CN([C@H](C)CO)C(=O)Cc2cc(NS(C)(=O)=O)ccc2O[C@@H]1CN(C)Cc1ccc(C(F)(F)F)cc1 returned FN deposition inh -12, PGC1a acetyl inh -3, C2C12 statin 51, CFTR F508del cor 5.7, Cneo AK release -8, INS-1E GSIS act -17, miR-122 sensor -7[16.7 µM] and PglD inh 2.
Screening Cc1nnc(SCC(=O)N2CCN(S(=O)(=O)c3ccc(Cl)cc3)CC2)[nH]c1=O returned PGC1a acetyl inh 6, C2C12 statin 2, Cneo AK release 3, miR-122 sensor -1 and PglD inh -5.
For COc1ccc(Nc2nnc(SCC(=O)N3CC(=O)Nc4ccccc43)s2)cc1 the results were FN deposition inh -7, PGC1a acetyl inh 0, CFTR F508del cor 2.0 and INS-1E GSIS act -2.
`Cc1noc(C)c1NC(=O)Nc1ccc2c(c1)C(=O)N([C@H](C)CO)C[C@H](C)[C@H](CN(C)C(=O)Nc1ccc3c(c1)OCO3)OCCCC[C@@H](C)O2` gave FN deposition inh -1, PGC1a acetyl inh 3, CFTR F508del cor -1.1, Cneo AK release -3, INS-1E GSIS act 16, miR-122 sensor 3[16.7 µM] and PglD inh -1.
For COCC(=O)N1CCCCN2[C@@H](CO)[C@H](c3ccc(-c4ccc(F)cc4)cc3)[C@@H]2C1 the results were PGC1a acetyl inh 4, CFTR F508del cor 2.9, Cneo AK release 1, INS-1E GSIS act -7, miR-122 sensor 4[16.7 µM] and PglD inh -7.
Screening Cc1nnc(SCC(=O)Nc2nccs2)n1N returned FN deposition inh -1, PGC1a acetyl inh 8, C2C12 statin -9, CFTR F508del cor 1.5, INS-1E GSIS act 1, miR-122 sensor 2 and PglD inh -2.
COc1ccc(NC(=O)COC(=O)CCNS(=O)(=O)c2ccc(Cl)cc2)cc1 was read as FN deposition inh -14, C2C12 statin 11, CFTR F508del cor 0.2, INS-1E GSIS act -13 and miR-122 sensor -4.
O=C(Cn1[nH]c(=O)c2ccccc2c1=O)NC1CCN(Cc2ccccc2)CC1 was read as FN deposition inh 2, PGC1a acetyl inh 8, C2C12 statin -7, Cneo AK release -4, miR-122 sensor 4 and PglD inh -5.
`CCCCC(=O)OCc1c(-c2cccc(OC)c2)ncc2ccccc12` gave FN deposition inh 1, PGC1a acetyl inh -11, C2C12 statin 16, CFTR F508del cor -0.1, Cneo AK release 0, INS-1E GSIS act -11, miR-122 sensor -2 and PglD inh -1.
CCCCN(C(=O)c1ccc(C#N)cc1)c1c(N)n(CCC)c(=O)[nH]c1=O was read as FN deposition inh 4, PGC1a acetyl inh -4, C2C12 statin 3, CFTR F508del cor 1.1, Cneo AK release 1, INS-1E GSIS act 9, miR-122 sensor -8 and PglD inh -2.
`CCn1cc(CNC(=O)c2ccc3nc(Cc4ccccc4F)oc3c2)cn1` gave FN deposition inh -6, PGC1a acetyl inh -4, C2C12 statin 6, CFTR F508del cor -1.4, Cneo AK release -6, INS-1E GSIS act -16, miR-122 sensor -2 and PglD inh 3.
Cc1ccc(S(=O)(=O)NCCCNC(=O)N2CCOCC2)cc1 was read as FN deposition inh 4, PGC1a acetyl inh 4, C2C12 statin 2, Cneo AK release -1, miR-122 sensor -3 and PglD inh 5.
N#C[C@H]1[C@@H](c2ccc(C#Cc3cccc(F)c3)cc2)[C@@H](CO)N1C(=O)C1CCOCC1 was read as FN deposition inh -10, PGC1a acetyl inh -4, C2C12 statin -8, CFTR F508del cor 2.6, Cneo AK release 52, INS-1E GSIS act -3 and PglD inh -6.
`Cc1occc1C(=O)Nc1cc(=O)n(C)c(=O)n1C` gave FN deposition inh 0, PGC1a acetyl inh 18, C2C12 statin 4, Cneo AK release 0, miR-122 sensor 2 and PglD inh 3.
Screening CC1=C(C(=O)N2CCOCC2)CC(CC(=O)NCc2ccco2)C(=O)N1CCC1=CCCCC1 (stereo not drawn) returned FN deposition inh 5, PGC1a acetyl inh 1, C2C12 statin 10, CFTR F508del cor 2.1, Cneo AK release 0, INS-1E GSIS act 0, miR-122 sensor 0 and PglD inh -8.
For COc1ccc(S(=O)(=O)Nc2ccc3c(c2)CC(=O)N([C@@H](C)CO)C[C@@H](C)[C@H](CN(C)C(=O)Nc2ccc(F)cc2)O3)cc1 the results were PGC1a acetyl inh -1, C2C12 statin 2, CFTR F508del cor -1.7, Cneo AK release 58, INS-1E GSIS act -25, miR-122 sensor -4[16.7 µM] and PglD inh -2.
`Cc1cccc(S(=O)(=O)N2[C@@H]3c4cccc(=O)n4C[C@H]2[C@H](CO)[C@H]3C(=O)N(C)C)c1` gave FN deposition inh 9, C2C12 statin -12, Cneo AK release 3, INS-1E GSIS act 6 and PglD inh -1.
For CCCC(NS(=O)(=O)c1ccc(OC)cc1)C(=O)O (stereo not drawn) the results were FN deposition inh 4, C2C12 statin -3, Cneo AK release 1, miR-122 sensor 2 and PglD inh 4.
CO[C@@H]1CN(C)C(=O)c2ccc(NC(=O)CC(F)(F)F)cc2OC[C@@H](C)N(C(C)=O)C[C@@H]1C was read as FN deposition inh 4, PGC1a acetyl inh 12, CFTR F508del cor -4.1 and INS-1E GSIS act -9.
Screening CC1(C(=O)NCC2CC2)CCN1C(=O)C1(c2ccc(Cl)cc2)CC1 (stereo not drawn) returned FN deposition inh 5, PGC1a acetyl inh 8, C2C12 statin -7, CFTR F508del cor -4.5, Cneo AK release 0, INS-1E GSIS act 0, miR-122 sensor 2 and PglD inh 0.
Screening O=S(=O)(N[C@H]1CC[C@H](CCNS(=O)(=O)c2ccccc2Cl)O[C@H]1CO)c1ccccc1 returned PGC1a acetyl inh -24, C2C12 statin -5, CFTR F508del cor 1.0, Cneo AK release 55, INS-1E GSIS act -5 and PglD inh 0.

Random excerpt: three records from the list
For COc1ccc(S(=O)(=O)Nc2ccc3c(c2)CC(=O)N([C@@H](C)CO)C[C@@H](C)[C@H](CN(C)C(=O)Nc2ccc(F)cc2)O3)cc1 the results were PGC1a acetyl inh -1, C2C12 statin 2, CFTR F508del cor -1.7, Cneo AK release 58, INS-1E GSIS act -25, miR-122 sensor -4[16.7 µM] and PglD inh -2.
Screening CC1=C(C(=O)N2CCOCC2)CC(CC(=O)NCc2ccco2)C(=O)N1CCC1=CCCCC1 (stereo not drawn) returned FN deposition inh 5, PGC1a acetyl inh 1, C2C12 statin 10, CFTR F508del cor 2.1, Cneo AK release 0, INS-1E GSIS act 0, miR-122 sensor 0 and PglD inh -8.
`CCn1cc(CNC(=O)c2ccc3nc(Cc4ccccc4F)oc3c2)cn1` gave FN deposition inh -6, PGC1a acetyl inh -4, C2C12 statin 6, CFTR F508del cor -1.4, Cneo AK release -6, INS-1E GSIS act -16, miR-122 sensor -2 and PglD inh 3.

Compound activity deposited in PubChem by Broad Institute.
